Assay outcomes deposited in PubChem BioAssay by National Center for Advancing Translational Sciences (NCATS).
GALK inh – blocks human galactokinase activity | P51570 | Purified GALK, Kinase-Glo residual ATP luminescence | Potency, µM (top dose mostly 57.5 µM), for the others: at the highest dose activity change, negative = inhibition, usual class: inhibitors | hit rate 0.007% among 270,000; also: potency is read from the fitted curve at half-maximal effect; % is scaled to controls: 0 for no effect and ±100 for the full control effect
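Quantitative HTS: GALK 5 nM, ATP 35 uM, galactose 100 uM, 1 h room temperature, then luciferase-based ATP detection.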
Menin MLL FP TR – menin-MLL binding inhibition, Texas Red mutant peptide; Menin + Texas Red MLL mutant peptide, fluorescence polarization; Potency, µM (highest dose often 61.6 µM), inactives show at the highest dose FP activity change, negative = inhibition, usual class: inhibitors; hit rate 0.23% among 270,000; active = well fitted inhibition curve with a large enough effect in the polarisation, with a control signal flat, not every such curve was filed as active; inconclusive = small, poorly fitted or top-dose-only effect, or effect the other way, or a change in a side signal; inactive = no such curve, though single readings can be large or run the other way; the % refers to the polarisation; also: potency is read from the fitted curve at half-maximal effect; % of control where 0% means no effect; many of its hits are not listed in these tables
Mito fusion yeast – blocks mitochondrial division or promotes mitochondrial fusion; S. cerevisiae fusion-defective mutant growth rescue, CellTiterGlo 48 h; Potency, µM (series often up to 46.1 µM), for inactives: at the top dose growth rescue (activation), usual class: activators; hit rate 0.23% among 320,000; AID 485298;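 also: potency is read from the fitted curve at half-maximal effect; % of control where 0% means no effect; nearly all actives have a fitted effect of over 45% in size; temperature-sensitive fusion mutants such as fzo1-1 at 37 °C on non-fermentable ethanol glycerol medium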
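Compounds are tested for their ability to restore growth of mitochondrial fusion-defective yeast strains at non-permissive 37C in YPEG medium over 48 hours. Viability is quantified by luciferase luminescence.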
ASM inhibitor – human S-ASM enzyme inhibition | hit rate 0.006% among 340,000 | AID 504937 | Potency, µM (top dose mostly 57.5 µM), for inactives: at the highest dose activity change, negative = inhibition, actives largely listed as inhibitors | placental ASM, HMU-PC fluorogenic substrate, 60 min | P17405; also: potency is read from the fitted curve at half-maximal effect
Target sequence (P17405 47-631 limits assumed): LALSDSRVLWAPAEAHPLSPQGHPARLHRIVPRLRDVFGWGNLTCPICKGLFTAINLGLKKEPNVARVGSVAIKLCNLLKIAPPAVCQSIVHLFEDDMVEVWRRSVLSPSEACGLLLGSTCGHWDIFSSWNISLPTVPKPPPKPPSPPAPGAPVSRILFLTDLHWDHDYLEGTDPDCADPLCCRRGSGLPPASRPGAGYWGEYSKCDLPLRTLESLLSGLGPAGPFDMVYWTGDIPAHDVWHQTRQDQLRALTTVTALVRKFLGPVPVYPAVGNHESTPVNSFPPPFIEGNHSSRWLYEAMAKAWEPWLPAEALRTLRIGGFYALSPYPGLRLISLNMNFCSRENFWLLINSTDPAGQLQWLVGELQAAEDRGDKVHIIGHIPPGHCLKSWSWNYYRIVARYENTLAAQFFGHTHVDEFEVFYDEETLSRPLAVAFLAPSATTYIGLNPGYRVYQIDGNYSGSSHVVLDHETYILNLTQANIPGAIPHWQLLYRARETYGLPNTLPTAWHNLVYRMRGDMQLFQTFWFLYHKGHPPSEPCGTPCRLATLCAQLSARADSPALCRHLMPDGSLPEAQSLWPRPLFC
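HMU-PC0 cleavage (9 uM final) by human placental ASM, 60 min at 37 °C following 10 min compound exposure at RT; stopped at pH 10, fluorescence Ex 386/Em 447 nm.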
TSHR antagonist – human thyrotropin receptor antagonism; P16473; TSHR-expressing cells, TSH-stimulated cAMP HTRF, 2 h; stronger effect = lower value; activity change, negative = inhibition, % at 11.5 µM; hit rate 0.2% among 330,000; AID 504810;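 active = activity change below a set negative limit, meaning inhibition stronger than a set level, cut at about -70% in these data; inconclusive = activity change between two set negative limits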; also: % is scaled to controls: 0 for no effect and ±100 for the full control effect
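Read-out is FRET at 665 nm (cryptate excitation 337 nm) from a cryptate-tagged anti-cAMP antibody, competed by cell cAMP against cAMP-d2. Compounds are tested on freshly harvested TSHR cells challenged with 4nM TSH (EC80) for 2 hours at 37 deg C.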
Chronic BCR inh – chronic active BCR signaling inhibition; ABC-DLBCL IkBa-CBG/CBR reporter, luminescence ratio, 4 h; Potency, µM (series often up to 46.1 µM), for inactives: at the highest dose ratio change, negative = lower green/red ratio, actives largely listed as inhibitors; hit rate 0.05% among 340,000; AID 493014; active = well fitted inhibition curve with a large enough effect in the signal ratio, with a control signal flat, not every such curve was filed as active; inconclusive = small, poorly fitted or top-dose-only effect, or effect the other way, or a change in a side signal; the % refers to the signal ratio;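 also: potency is read from the fitted curve at half-maximal effect; plate controls were basal doxycycline-induced cells for no effect and cells given 10 µM MG132 for full effect; MG132 reads +100%, hits lower the ratio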
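TMD8 human ABC-DLBCL cells with doxycycline-inducible IκBα–green luciferase fusion and unfused red luciferase, in 0.5% FBS medium; compounds up to 46 uM, 4 h at 37C. Green/red luminescence ratio, filter-overlap corrected, fitted to concentration-response curves.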
hERG WT inh – inhibitors of human wildtype KCNH2 potassium channel; AID 720551; hit rate 0.37% among 340,000; Q12809; U2OS, BacMam KCNH2, thallium flux FluxOr; stronger effect = lower value; activity change, % at 1.84 µM;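 active = maximum activity change below -70%; inconclusive = maximum activity change between -70% and -50%; inactive = maximum activity change above -50%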; also: % is scaled to controls: 0 for no effect and ±100 for the full control effect
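U2OS cells were transduced with wild-type KCNH2 virus (2.03 x 10^8 / mL) for 4 h at room temperature, then cultured overnight at 37 C. Thallium flux was read with FluxOr dye. Rate constants were normalized to DMSO controls.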
Eya2 inh – inhibitors of human Eya2 phosphatase activity; hit rate 0.006% among 330,000; recombinant Eya2, OMFP fluorescence dephosphorylation (OMFP is methylfluorescein phosphate); AID 488837; Potency, µM (highest dose often 76.9 µM), inactives show top-dose activity, negative = inhibition, usual class: inhibitors; also: potency is read from the fitted curve at half-maximal effect; % is scaled to controls: 0 for no effect and ±100 for the full control effect
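Eya2 protein (added as 0.2 uM solution) was preincubated with compound for 10 min at ambient temperature in 50 mM HEPES pH 7.5, 50 mM NaCl, 5 uM MgCl2, 0.05% BSA, 1 mM DTT. OMFP (added at 50 uM) then reacted 10 min; fluorescence read at 485/525 nm.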
USP2a block – blocks human ubiquitin-specific protease USP2a; O75604; hit rate 0.01% among 330,000; USP2 core, Ub-CHOP2 coupled fluorogenic reporter, 485/531; Potency, µM (highest dose often 38.3 µM), without a hit: at the top dose activity change, negative = inhibition, actives largely listed as inhibitors; AID 463254;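 also: potency is read from the fitted curve at half-maximal effect; plate controls were DMSO wells for no effect and full inhibition by NEM control for full effect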
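Cell-free coupled assay: 10nM USP2 core preincubated 30min RT with compound in Tris-HCl pH 8.0/CaCl2/CHAPS buffer, then 25nM Ub-CHOP2 and 25nM reporter substrate; fluorescence (Ex 485/Em 531) read after 60min RT, normalized to NEM inhibition, concentration-response curves fitted.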
PKM2 act – PKM2 (human) enzyme activation. purified PKM2, Kinase-Glo ATP luminescence, activation; response scale: 0% is enzyme alone, no compound. Potency, µM (series often up to 57.5 µM), for inactives: at the highest dose activation, actives largely listed as activators. hit rate 0.34% among 260,000. AID 1631; also: potency is read from the fitted curve at half-maximal effect; % is scaled to controls: 0 for no effect and ±100 for the full control effect; nearly all actives have a fitted effect of over 55% in size
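Kinase-Glo luminescence reports ATP generated from ADP (0.1 mM) and PEP (0.5 mM) by purified hPK-M2 after 1 h at room temperature, pH 7.2 imidazole buffer; intermediate enzyme activity allows detecting inhibitors and activators.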
MBNL1 CUG block – inhibitors of human MBNL1 binding to CUG repeat RNA. Q9NR56. hit rate 0.036% among 280,000. TR-FRET MBNL1-His/biotin-(CUG)12 binding, 665/545 ratio. Potency, µM (highest dose often 57.5 µM), inactives show top-dose activity change, negative = inhibition, actives largely listed as inhibitors. AID 2675; active = well fitted inhibition curve with a large enough effect in the signal ratio, with a control signal flat, not every such curve was filed as active; inconclusive = small, poorly fitted or top-dose-only effect, or effect the other way, or a change in a side signal; inactive = no such curve, though single readings can be large or run the other way; the % refers to the signal ratio; also: potency is read from the fitted curve at half-maximal effect; % is scaled to controls: 0 for no effect and ±100 for the full control effect
Target sequence (Q9NR56 whole entry, looked up): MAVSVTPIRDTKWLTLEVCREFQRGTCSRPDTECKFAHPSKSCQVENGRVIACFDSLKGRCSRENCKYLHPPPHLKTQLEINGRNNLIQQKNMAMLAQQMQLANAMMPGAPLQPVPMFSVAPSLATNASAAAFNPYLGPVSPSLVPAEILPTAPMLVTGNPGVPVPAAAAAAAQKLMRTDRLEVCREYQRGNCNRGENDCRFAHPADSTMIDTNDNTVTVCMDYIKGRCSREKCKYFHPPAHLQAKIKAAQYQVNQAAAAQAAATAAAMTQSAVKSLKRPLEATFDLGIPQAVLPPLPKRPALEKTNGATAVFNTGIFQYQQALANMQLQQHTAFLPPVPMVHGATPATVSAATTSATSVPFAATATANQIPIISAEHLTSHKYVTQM
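Inhibition of protein-RNA binding appears as loss of TR-FRET between terbium anti-His antibody on MBNL1-His and streptavidin-XL665 on biotin-(CUG)12. Activity is normalized to buffer-only and uninhibited-complex controls.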
The depositor's hits bear a star; ? = inconclusive; . = not tested or not shown; & = joins results of further samples. Unless noted, calls follow the shape of the dose curve; as a rule, active = well fitted curve in the direction sought with a large enough effect; inconclusive = small, poorly fitted or top-dose-only effect, or another doubt; inactive = no such curve, though single readings can be large; an effect the other way counts as inactive or inconclusive. Only part of the results is shown, so the mix of outcomes need not match the whole.

SMILES	GALK inh	Menin MLL FP TR	Mito fusion yeast	ASM inhibitor	TSHR antagonist	Chronic BCR inh	hERG WT inh	Eya2 inh	USP2a block	PKM2 act	MBNL1 CUG block
COc1ccc(S(=O)(=O)N2CCOCC2)cc1NC(=O)CCc1nc2ccccc2c(=O)[nH]1	-1%	.	3%	2%	6	4%	-8	7%	1%	0%	-1%
CC(=O)N1CCOc2ccc(S(=O)(=O)N3CCC(C(=O)Nc4ccc(C)cc4)CC3)cc21	-3%	.	0%	-2%	-9	6%	0	0%	-1%	.	-4%
CN(C)c1ccc(NC(=O)c2cn(-c3ccccc3)nc2-c2cccs2)cc1	0%	?	-4%	-6%	-1	-15%	-15	?	1%	3%	7%
CCOC(=O)C(C(=O)OCC)C1OC(=O)c2cc3c(cc21)C(=O)OC3C(C(=O)OCC)C(=O)OCC (configuration not stated)	-1%	-4%	-1%	0%	48	-7%	2	-1%	3%	8%	-5%
CC1CCCC(C)N1C(=O)COC(=O)CSc1ccc([N+](=O)[O-])cc1 (configuration not stated)	.	.	4%	-6%	-14	?	20	8%	4%	.	.
Cc1cc2c(ccc3c2no[n+]3[O-])nn1	6%	6%	-5%	0%	-5	?	1	4%	6%	14%	?
O=C(Nc1ccccc1F)N1CCc2ccccc2C1	-6%	5%	2%	8%	19	?	4	-3%	1%	-12%	1%
COc1cccc2cc(C(=O)Nc3ccccc3C(=O)N3CCOCC3)oc12	1%	0%	6%	-2%	-2	?	-10	?	0%	-2%	-1%
Cc1cccc(CCNS(=O)(=O)c2ccc3c(c2)oc(=O)n3C)c1	0%	18%	8%	5%	19	8%	3	5%	0%	22%	-3%
Cn1nnc(NCc2cc(Br)ccc2OCc2ccccc2F)n1	9%	19%	1%	-3%	-2	-5%	-2	?	-1%	17%	-5%
CN1C(=O)/C(=C2/C=Cc3ccccc3N2CCCS(=O)(=O)O)SC1=S	2%	14%	-3%	-1%	-7	?	-1	?	-26%	-20%	?
[N-]=[N+]=NC[C@H](Cc1ccccc1)N1CC[C@@H](OCc2ccccc2)CCC1=O	.	-6%	1%	-1%	-5	0%	4	2%	-1%	0%	-4%
CC(NC(=O)CN(C)Cc1ccc(Br)cc1)c1ccccc1 (configuration not stated)	.	?	-1%	0%	3	?	9	?	2%	.	4%
Cn1nnc2cc(C(=O)NC3CC3)ccc21	2%	-9%	-3%	0%	.	.	-1	.	.	-13%	-4%
CC(C)(C)c1nc(NCCN2CCOCC2)c2nnn(Cc3ccccc3Cl)c2n1	3%	?	-16%	?	-9	0%	1	-5%	0%	-3%	6%
CC(Oc1ccc(Cl)cc1Cl)C(=O)Nc1cccc(O)c1 (configuration not stated)	-2%	5%	3%	0%	-26	0%	-4	-16%	5%	?	1%
COc1ccc(NC2CCCN(C(=O)c3ccccc3N3CCOCC3)C2)cc1OC (configuration not stated)	-3%	-18%	-3%	.	-6	0%	0	5%	0%	-3%	-3%
O=C(NCCS(=O)(=O)N1CCCCC1)c1ccccc1	.	.	-4%	8%	11	-5%	4	-2%	-1%	.	.
O=C1[C@H]2[C@@H](c3ccc(F)cc3)N3C(=O)N(c4cccc(Br)c4)C(=O)[C@@]3(Cc3ccc(Cl)cc3)[C@H]2C(=O)N1C1CCCCC1	.	?	4%	-8%	0	4%	.	-3%	4%	1%	0%
CCCCn1c(N)c(N(CC(C)C)C(=O)c2cccc(-n3cnnn3)c2)c(=O)[nH]c1=O	.	.	-9%	5%	4	7%	-4	4%	0%	.	.
CCN(CC)CCN1C(=O)C(=O)/C(=C(/O)c2ccc(OC)c(OC)c2)C1c1ccccn1 (configuration not stated)	-1%	-20%	-1%	4%	17	?	7	6%	-2%	7%	?
O=S(=O)(c1ccccc1)N1CCN(c2ncccn2)CC1	-2%	2%	-1%	3%	1	-10%	7	10%	-1%	2%	5%
COc1ccc(Cn2cnc3sccc3c2=O)cc1	-4%	-15%	-1%	2%	-8	-10%	3	?	2%	6%	-3%
O=C(NCCC(=O)N1CCN(c2cccc(Cl)c2)CC1)c1ccc(Br)cc1	.	.	-13%	-12%	27	2%	8	-4%	0%	.	.
CCc1ccc(OCC(=O)NCCc2ccc3c(c2)OCCO3)cc1	.	.	-1%	-4%	4	?	1	-6%	4%	.	.
CC(=O)Oc1ccc(C#C/C=C2\c3ccccc3C(=O)N2c2ccccc2)cc1	.	.	.	-2%	-9	0%	-2	-5%	-4%	.	.
CC(C)c1ccc2oc3nc(N)c(C(=O)O)cc3c(=O)c2c1	-15%	-13%&-12%	-1%	.	-9	?	.	6%	-1%	-69%	1%
COCCN(C(=O)COC(=O)c1ccccc1Nc1ccccc1)c1c(N)n(Cc2ccccc2)c(=O)[nH]c1=O	.	.	1%	42%	-6	-8%	2	-44%	3%	.	.
Cc1cccc2sc(N(CCCN(C)C)C(=O)CCS(=O)(=O)c3ccccc3)nc12	-3%	.	-13%	1%	13	?	3	-10%	0%	.	-3%
CCc1[nH]c(=S)c(C#N)c2c1CCCC2	.	-5%	-1%	0%	-2	?	17	12%	1%	1%	11%
CCOC(=O)C1CCN(C(=O)CCn2c(=O)c3cccn3c3cccnc32)CC1	-6%	.	1%	14%	-9	1%	3	-4%	0%	.	-3%
O=C(Nc1ccc(N2CCN(C(=O)c3ccco3)CC2)cc1)c1ccccc1F	1%	-2%	-3%	-1%	3	2%	3	-1%	-1%	-16%	-5%
C=CCn1c(SCCN2CCCCC2)nc2c1c(=O)[nH]c(=O)n2C	1%	13%	1%	0%	5	?	10	10%	2%	7%	5%
COc1ccc(CCN2CC(C(=O)NCc3ccccc3)CCC2=O)cc1 (configuration not stated)	2%	.	-2%	2%	-5	-6%	0	1%	5%	.	1%
Cc1cccc(NS(=O)(=O)c2cc3c4c(c2)CCN4C(=O)CC3)c1C	.	.	3%	3%	-1	-11%	-173*	13%	3%	.	.
CC1CCCN(CCCNS(=O)(=O)c2cc(Br)cc3c2N(C(=O)C2CC2)CC3)C1 (configuration not stated)	5%	-3%	-1%	1%	13	2%	0	10%	0%	4%	-4%
Cc1c(C(=O)Nc2cc(S(=O)(=O)N3CCOCC3)ccc2N2CCN(C)CC2)oc2ccccc12	3%	.	-3%	3%	14	0%	4	5%	0%	-10%	-3%
CCOC(=O)c1cc2c(ccn2C)n1Cc1ccccc1Cl	-1%	4%	11%	-1%	-19	?	.	-2%	12%	-30%	11%
COCCNC(=O)c1cc2cc(Br)cc(OC)c2oc1=O	-1%	9%	-6%	2%	50	9%	-2	-16%	-4%	-4%	?

Entries of single compounds, looked up by structure. Screens in order: GALK inh	Menin MLL FP TR	Mito fusion yeast	ASM inhibitor	TSHR antagonist	Chronic BCR inh	hERG WT inh	Eya2 inh	USP2a block	PKM2 act	MBNL1 CUG block
CC(=O)Oc1ccc(C#C/C=C2\c3ccccc3C(=O)N2c2ccccc2)cc1 is listed as .	.	.	-2%	-9	0%	-2	-5%	-4%	.	.
CCCCn1c(N)c(N(CC(C)C)C(=O)c2cccc(-n3cnnn3)c2)c(=O)[nH]c1=O is listed as .	.	-9%	5%	4	7%	-4	4%	0%	.	.
CCOC(=O)c1cc2c(ccn2C)n1Cc1ccccc1Cl is listed as -1%	4%	11%	-1%	-19	?	.	-2%	12%	-30%	11%
Cc1cccc(CCNS(=O)(=O)c2ccc3c(c2)oc(=O)n3C)c1 is listed as 0%	18%	8%	5%	19	8%	3	5%	0%	22%	-3%
O=C(NCCS(=O)(=O)N1CCCCC1)c1ccccc1 is listed as .	.	-4%	8%	11	-5%	4	-2%	-1%	.	.
